High-throughput results deposited in PubChem BioAssay by several laboratories.
aSyn UTR inh = 5' untranslated region of α-synuclein, MLPCN primary screen; alpha-synuclein 5'UTR reporter, inhibitor activity; inhibition, % (tested at 7.5 µM); hit rate 0.82% among 300,000; AID 1813; in the data active = inhibition above about 60%;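 also: H4 neuroglioblastoma cells stably carrying SNCA 5'UTR luciferase fusion; 0% = DMSO wells and 100% = positive control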
IEC-6 tox = counter-screen for KLF5 inhibitors: cytotoxicity in IEC-6 cells; IEC-6 cytotoxicity, luminescence viability; inhibition, % at 5 µM; hit rate 0.78% among 290,000; in the data active = inhibition above about 22%;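 also: 0% = plate median of test compound wells and 100% = cytotoxic reference compound wells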
GSK3 alpha inh = inhibitors of human GSK-3 alpha kinase; P49840; ADP-Glo luminescence, 60 min; inhibition, % at 10 µM; hit rate 0.1% among 320,000;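 in the data active = inhibition above about 50%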;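 also: GST-tagged GSK-3 alpha with peptide substrate and 25 µM ATP; 0% = DMSO neutral wells and 100% = GW8510 positive control wells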
Target sequence (P49840 whole entry, looked up): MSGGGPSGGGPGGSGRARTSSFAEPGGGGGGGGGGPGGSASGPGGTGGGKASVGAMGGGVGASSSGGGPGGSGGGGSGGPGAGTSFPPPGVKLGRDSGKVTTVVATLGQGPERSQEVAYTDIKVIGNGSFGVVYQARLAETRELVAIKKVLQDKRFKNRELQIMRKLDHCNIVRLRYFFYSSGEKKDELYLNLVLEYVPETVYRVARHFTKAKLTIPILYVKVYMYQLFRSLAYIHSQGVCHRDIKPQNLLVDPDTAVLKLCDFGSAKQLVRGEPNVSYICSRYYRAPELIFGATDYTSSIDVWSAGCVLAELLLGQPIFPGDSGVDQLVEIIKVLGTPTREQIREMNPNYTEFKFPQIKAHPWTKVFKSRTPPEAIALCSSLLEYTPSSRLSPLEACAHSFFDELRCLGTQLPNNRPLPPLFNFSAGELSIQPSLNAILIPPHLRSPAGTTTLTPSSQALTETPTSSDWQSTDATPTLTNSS
HIF activator = HIF pathway transcriptional activation; U2OS HRE-luciferase reporter, luminescence; normalized: DMSO 0%, desferrioxamine 100%; AID 1910; hit rate 0.32% among 300,000; activation, % at 7.5 µM (by protocol);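 active = mean activation of at least 10% of the iron chelator positive control signal, with at least half of replicates also reaching 10%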
KLF5 inh = kruppel-like factor 5 inhibition; AID 1700; DLD-1 KLF5 promoter-luciferase reporter, luminescence; inhibition, % at 5 µM; hit rate 0.23% among 290,000;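 active = inhibition above a per-plate limit of that plate's mean compound inhibition plus 3 SD, cut at about 60% in these data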;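 also: 0% = DMSO wells and 100% = LY294002 at 200 µM; higher means less KLF5 promoter-driven luciferase light; inactives centre near -14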
HSP90 inh = inhibitors of HSP90 luciferase refolding in rabbit reticulocyte lysate. inhibition, % at 5.6 µM. AID 1789. luciferase refolding luminescence, 3 h. hit rate 0.91% among 290,000;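 active = inhibition above the screen-wide mean plus 3 SD, computed separately per campaign, cut at about 16% in these data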;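 also: 0% = DMSO wells and 100% = 60 µM geldanamycin wells; inhibitors lower the luminescence because luciferase stays unfolded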
HSF-1 act = increases HSF-1 driven luciferase reporter signal | NIH3T3-HGL HSF-1 luciferase reporter, MG132, 8 h; 100% = twice DMSO control signal | activation, % at 9 µM | hit rate 1.7% among 300,000 | AID 504408;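 active = mean replicate activation of at least 50% with a set share of replicates each reaching 50%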;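 also: 0% = median of the neutral control wells and 100% = twice that signal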
GSK3beta inhib = inhibitors of human GSK3beta kinase. activity score (negative = inhibition), % at 10 µM. AID 2097. hit rate 0.038% among 300,000. GST-GSK3beta kinase, ADP-Glo luminescence, 60 min; hits give low values;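 active = more than half of replicate wells score below -50%, meaning over 50% inhibition versus plate controls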;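 also: 0% = median DMSO wells and -100% = median GW8510 positive control wells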
Target sequence (P49841 whole entry, looked up): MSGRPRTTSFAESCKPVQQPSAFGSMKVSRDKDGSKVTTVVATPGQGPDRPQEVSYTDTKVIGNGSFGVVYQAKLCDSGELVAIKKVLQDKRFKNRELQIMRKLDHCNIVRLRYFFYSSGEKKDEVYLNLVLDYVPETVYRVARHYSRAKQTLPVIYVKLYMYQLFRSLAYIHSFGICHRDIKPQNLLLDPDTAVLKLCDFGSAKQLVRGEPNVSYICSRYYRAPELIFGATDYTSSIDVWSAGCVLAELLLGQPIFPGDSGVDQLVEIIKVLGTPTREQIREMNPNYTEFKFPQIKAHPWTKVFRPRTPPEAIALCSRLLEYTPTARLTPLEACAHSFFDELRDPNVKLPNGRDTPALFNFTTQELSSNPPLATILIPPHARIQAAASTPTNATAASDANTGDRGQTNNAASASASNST
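Assay system: GST-tagged human GSK3beta kinase, cell-free; Input: 1.6 ng GSK3beta; Medium: Tris/MgCl2 kinase buffer; Timing: 60 min enzyme reaction, room temperature; Signal: ADP-Glo luminescence quantifying ADP generated by kinase; Evaluation: score relative to plate controls; Benchmarks: DMSO neutral wells and GW8510 at 20 µM as positive.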
HSF1 inhib = HSF1 inhibition. NIH3T3-HGL HSE-luciferase, MG132-induced, luminescence 8 h; hits give low values. activity change, negative = inhibition, % at 7.5 µM (by protocol). hit rate 0.77% among 300,000. AID 2098;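 active = more than half of replicate wells show activity change below -50%, luminescence cut by over half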;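 also: luciferase reports HSF-1 transcriptional activity via heat shock element; 0% = median of DMSO wells and -100% = zero luminescence signal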
AI-2 QS mod = Vibrio harveyi AI-2 quorum sensing modulation; activity change, % at 7.5 µM; AID 2094; Vibrio harveyi JMH597 AI-2 luminescence/OD600 ratio, 9 h; hits give low values; strain lacks LuxN and CqsS sensors; 0 = neutral-control median; hit rate 0.4% among 300,000; in the data active = activity change below about -75%, passing the limit was not always enough;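 also: luminescence divided by OD600 gain over 9 h not by final OD600 alone; inactives centre near 13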
The depositor's hits bear a star; . = no result given.

SMILES	aSyn UTR inh	HSF-1 act	HSF1 inhib	HSP90 inh	HIF activator	AI-2 QS mod	IEC-6 tox	GSK3beta inhib	GSK3 alpha inh	KLF5 inh
CSCCC(Nc1ncnc2ccc(Br)cc12)C(=O)O (centres undefined)	-56.3	5.5	-1.9	2.5	-0.2	23.4	5.7	3.6	-3.4	9.8
Nc1ccc(S(=O)(=O)Nc2nccc(/C=C/c3ccc(Br)s3)n2)cc1	-21.0	-2.2	3.4	2.2	0.0	28.5	1.9	10.0	-1.7	16.0
Cc1ccccc1OCCNC(=O)CNC(=O)c1ccccc1O	-46.1	25.1	6.0	0.7	0.1	10.3	0.6	1.8	0.1	-6.0
COc1cc(NC(=O)COn2nnc3ccc(S(C)(=O)=O)cc32)cc(OC)c1	-61.4	19.6	-2.7	1.4	0.2	18.6	-0.7	-1.6	0.0	-14.6
CCOC(=O)N1CCN(CC(O)COc2ccc(C)c(C)c2)CC1 (centres undefined)	8.1	-5.7	-10.4	0.1	1.1	12.0	-3.2	5.6	-2.9	-1.1
COc1cc(CC(NC(C)=O)C(=O)NC2CCN(C(=O)Nc3ccccc3C)CC2)cc(OC)c1 (centres undefined)	-3.0	6.0	8.3	1.5	-0.6	0.5	-7.5	0.4	0.0	-19.3
CC(C)n1c(SC2CCOC2=O)nc2ccccc21 (centres undefined)	-2.8	-16.5	0.6	2.9	-3.2	-1.1	-6.0	1.8	2.0	-18.0
CC(=O)c1ccccc1NC(=O)CN1C(=O)CS/C1=C\c1nc(-c2ccc(C)cc2)cs1	16.5	-10.1	-2.0	-0.8	-0.3	3.4	3.5	2.4	5.1	-23.4
COc1ccc(/C=N/NC(=O)c2cccc([N+](=O)[O-])c2)c2ccccc12	2.0	7.7	1.4	3.2	1.0	14.6	-2.8	-4.3	-2.4	-11.0
O=c1cc(-c2ccccc2)[nH]c2ccccc12	67.9*	4.8	-10.9	-5.4	0.7	16.3	84.0*	-0.1	0.7	64.9*
Cc1cc(C)c(NC(=O)C2CC(=O)N(c3ccc4c(c3)OCCO4)C2)c(C)c1 (centres undefined)	25.8	-13.7	-8.2	-3.3	-0.9	3.2	-4.5	2.4	-0.2	-9.1
C=CCn1c(=S)[nH]c2cc(C(=O)Nc3ccc(OC)c(OC)c3)ccc2c1=O	13.7	-16.4	-13.9	0.0	0.2	.	-8.8	.	-0.9	4.2
NC(=O)C1CCN(C(=O)c2ccc3ccccc3c2)CC1	-16.9	-5.9	1.6	10.5	0.9	13.6	2.2	-3.0	-0.4	-26.1
O=C(c1ccc(Cl)cc1)C(Cn1cncn1)C(Sc1ccccc1)c1ccccc1 (centres undefined)	9.6	-7.1	6.4	1.7	-0.1	22.4	-2.2	-1.9	-2.0	-27.6
COc1cccc(-c2nnn(CC(=O)N(CC(C)C)C3CCS(=O)(=O)C3)n2)c1 (centres undefined)	14.3	-0.9	-3.7	.	0.7	0.7	.	-1.2	-1.8	.
O=C(CSc1ccccc1)Nc1nnc(C2CC2)s1	-23.3	42.6	16.2	-0.5	0.7	9.5	-4.4	-10.4	2.5	-39.6
Cc1ccc(O)c(NC(=O)c2cc(-c3cccs3)on2)c1	-231.0	74.9*	65.6	-1.6	2.6	-11.3	2.4	-1.6	-0.9	-120.3
CCCCN1C(=O)NC(NC(=O)C2CC2)(C(F)(F)F)C1=O (centres undefined)	5.5	2.7	0.6	-2.2	0.4	.	-1.2	.	.	-6.9
COc1ccc(N(C(=O)c2ccc(S(=O)(=O)N3CCOCC3)cc2)C2C=CS(=O)(=O)C2)cc1 (centres undefined)	36.0	9.0	-0.4	-1.7	0.0	-5.2	-5.1	3.2	1.6	-21.2
COc1cc(CCC(=O)OCC(=O)Nc2ccccc2OC(F)F)cc(OC)c1OC	2.5	-11.7	-1.8	-1.8	-0.6	17.1	4.2	-0.6	0.8	-2.6
O=C(Nc1ccc(F)cc1F)c1c(C(F)(F)F)ccnc1Oc1ccccc1	6.5	-2.7	2.8	2.3	-0.3	30.3	-8.4	2.8	-4.7	-20.8
CCN(CC(=O)Nc1ccccc1C(F)(F)F)C(=O)c1cccc(N2C(=O)CCC2=O)c1	9.1	-4.5	-2.8	.	-0.1	4.9	.	1.7	-4.4	.
CCOc1cc(/C=C2\SC(=N)N(c3nonc3N)C2=O)ccc1OCC(N)=O	-24.6	0.8	-7.4	1.3	-0.5	5.4	6.6	-3.1	-0.5	-4.9
Cc1cc([N+](=O)[O-])c(NCCCCCCO)c([N+](=O)[O-])c1	-9.1	-7.4	-1.5	-2.6	-0.2	12.1	-4.4	0.8	-8.3	-20.3
O=C(Cc1ccc(Cl)cc1)Nc1ccc(NC(=O)c2cccs2)cc1	24.2	-4.3	-2.3	-5.1	-0.3	24.6	-3.7	-0.3	0.2	-22.7
O=C(CNC(=O)c1ccco1)Nc1ccc(Br)cc1	-141.6	5.1	6.3	0.9	2.6	-3.9	7.0	-6.2	-0.3	-83.5
CCN1CCN(C(=O)C(C)Nc2cc(Cl)c(OC)cc2OC)CC1 (centres undefined)	-12.7	12.2	13.0	-1.5	-0.2	13.8	1.4	1.7	-3.8	-12.2
O=C(CNC(=O)c1ccco1)NCC(=O)OC(C(=O)c1ccccc1)c1ccc(Cl)cc1 (centres undefined)	-15.5	8.0	3.0	-2.2	0.6	26.2	6.6	0.0	-2.8	-48.4
O=C(NCc1nnc2c3ccccc3c(-c3ccccc3)nn12)c1ccc(Cl)cc1	11.2	2.4	10.6	4.4	-0.3	19.5	-2.2	-6.8	-0.2	-6.6
C=CCn1c(COc2ccccc2F)nnc1SCC(=O)c1c[nH]c2ccccc12	25.9	7.5	-0.1	3.6	-0.3	16.1	6.0	3.5	-3.0	-6.3
CCO[C@H]1OC(C(=O)NC2CC2)=C[C@@H](c2csc3ccccc23)[C@@H]1CCCO	32.0	4.6	-1.2	7.7	-0.4	18.3	-1.7	-0.7	-3.2	-10.3
COc1ccccc1NC(=O)CNc1ccc(F)c(Cl)c1	4.4	21.0	2.4	1.8	-0.2	17.8	4.5	-0.3	-1.5	-18.1
Cc1ccnc(NC(=O)/C=C/c2cccs2)c1	-77.0	42.2	16.6	1.9	0.7	-0.9	6.7	-0.1	0.2	-108.0
C=C1CC2C=C(NC(C)=O)CC(C1)C2 (centres undefined)	7.7	-1.2	-3.6	-3.4	0.0	18.6	2.0	1.2	-1.5	-9.8
COc1ccc(Cl)cc1C(=O)NC(C)C	4.1	-0.7	2.7	-0.8	0.1	11.2	1.0	0.5	1.0	-18.9
O=C(NCC(=O)N1CCOCC1)c1ccc(Br)o1	7.3	12.4	-0.2	.	-28.3	12.1	.	1.4	8.3	.
CC(C)(C)NS(=O)(=O)c1ccc(-c2csnn2)s1	4.6	-18.5	4.3	1.4	0.5	3.1	4.4	-2.0	1.7	2.2
CCOC(=O)c1c(C)[nH]c(C(=O)N2CCc3cc(OC)c(OC)cc3C2)c1C	25.6	-20.1	-6.1	.	0.2	1.2	.	0.7	1.4	.
CC(C)CC(=O)NC(=S)Nc1ccc(NC(=O)c2cccs2)cc1	-44.2	-5.4	2.1	5.1	0.5	28.8	12.3	3.1	-2.3	-3.5
Cc1cccc(NC(=O)N2CCCc3ccccc32)c1C	-28.5	-40.1	-34.3	-2.5	0.9	15.8	-2.9	-0.8	-2.3	-15.9
CN(CCCCN1CCOCC1)Cc1nc(-c2ccc3c(c2)OCO3)no1	-16.8	3.8	-3.0	-3.5	0.3	15.8	1.8	2.5	-6.3	-11.4
CCN(CCCNC(=O)C1CCC(=O)N1C1CCCC1)c1cccc(C)c1 (centres undefined)	-6.2	39.9	22.4	0.5	-0.5	5.6	-1.3	-2.3	0.5	-20.2
Cc1ccc(S(=O)(=O)NCCNC(=O)c2ccccc2)cc1	2.5	-0.4	-3.0	4.1	-0.3	10.5	4.6	-2.9	-1.6	14.5
CCCCCC(=O)NC(=S)NNC(=O)CC	-3.1	-46.1	-28.4	-0.2	0.0	2.2	1.0	2.3	-0.6	-14.0
COc1ccc(OCC(=O)Nc2ccc(OC)c(S(=O)(=O)N3CCCCC3)c2)cc1	-95.8	1.3	-0.1	.	2.4	5.9	.	-7.8	-1.5	.
Cc1ccc(C(=O)NCc2ccco2)cc1S(=O)(=O)N1CCCC1	-1.8	-18.3	-7.4	0.6	0.0	18.5	-0.3	-0.8	-3.1	-6.5
CC1(CC(=O)N/N=C/c2cc([N+](=O)[O-])c(O)cc2O)OCCO1	21.3	-6.3	-6.3	1.1	-0.4	27.4	0.6	-0.9	-0.3	1.7
CN1CCCCC1=NCCCn1cnc2c1c(=O)n(C)c(=O)n2C	-5.2	2.0	-6.2	4.6	-0.4	12.7	-1.3	3.8	-0.4	-17.2
Cc1ccc2cc(CCNC(=O)C(C)(C)C)c(=O)[nH]c2c1	4.9	2.9	-4.3	0.2	0.3	7.4	4.5	0.4	0.5	0.7
OCc1nc2ccccc2n1CC(O)COc1ccccc1 (centres undefined)	-2.5	-9.5	-6.5	-2.0	0.0	0.7	-1.7	-0.6	0.1	-35.7

Following part:
SMILES	aSyn UTR inh	HSF-1 act	HSF1 inhib	HSP90 inh	HIF activator	AI-2 QS mod	IEC-6 tox	GSK3beta inhib	GSK3 alpha inh	KLF5 inh
CCCn1ncc(C(=O)N(C)C2CCCN(Cc3ccccc3F)C2)c1C (centres undefined)	17.1	-3.8	-4.1	-2.8	-0.7	22.1	-7.9	1.4	3.5	-12.6
Nc1nnc(CCN2C(=O)CSC2=O)s1	-18.2	-17.8	-4.4	1.5	-0.1	8.4	-1.3	-2.7	1.6	-9.3
O=C(NCC(c1ccc(F)cc1)N1CCOCC1)c1cccnc1Sc1ccccc1Cl (centres undefined)	5.4	-0.6	-3.7	.	-0.2	3.8	.	-2.0	1.5	.
CCOC(=O)N1CCN(C(=O)Cn2nc(C)n3nc(-c4ccc(CC)cc4)cc3c2=O)CC1	26.8	4.6	4.6	0.0	-0.9	1.6	1.2	1.9	-0.7	-49.2
O=C(Nc1ccccc1F)c1cnccn1	-42.1	-11.3	-15.0	-1.2	0.0	8.2	-2.2	0.2	0.1	-40.4
COc1ccccc1-n1c(N)cc(=O)nc1SCC(=O)Nc1cc(C)on1	22.1	1.7	6.8	-0.7	-0.6	4.4	3.1	2.0	0.0	-8.3
CC(=O)Nc1nc(C)nc(-c2ccccc2OC(C)=O)n1	-1.5	-50.4	-42.8	-5.7	0.2	18.6	-0.8	0.3	0.7	-14.3
O=C(CCn1c(=S)oc2ccccc21)Nc1cccc(F)c1	-9.2	29.5	20.8	-0.3	-0.4	27.1	0.6	-0.6	-2.1	-18.8
